From PubChem BioAssay
POLI inh – DNA polymerase iota (human) inhibition. Q9UNA4. Pol iota fluorescent replication assay, 10 min. Potency, µM (doses to about 115 µM), for inactives: at the highest dose activity, negative = inhibition, actives largely listed as inhibitors. 1% of 390,000 active
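Pol iota at 10 nM preincubated 15 min with compounds at room temperature; reaction started with fluorescent substrate, 50 nM final. Fluorescence read kinetically at 0 and 10 min; buffer-only wells as negative control.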
BLM helicase inh – blocks DNA unwinding by human BLM helicase; P54132; recombinant BLM DNA unwinding, fluorescence dequenching; Potency, µM (doses to about 56.1 µM), for inactives: at the highest dose activity change, negative = inhibition, actives largely listed as inhibitors; 0.2% of 350,000 active;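 also: plate controls were vehicle for no effect and no enzyme for full effect; nearly all actives have a fitted effect of over 35% in size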
HP1b binding inh – inhibitors of HP1-beta chromodomain binding to methylated histone tails; AlphaScreen HP1-beta / biotin-H3K9me3 peptide binding; Potency, µM (series often up to 114 µM), inactives show top-dose activity change, negative = inhibition, usual class: inhibitors; 0.56% of 390,000 active; also: nearly all actives have a fitted effect of over 70% in size; inactives centre near 23
Target sequence (P83916 whole entry, looked up): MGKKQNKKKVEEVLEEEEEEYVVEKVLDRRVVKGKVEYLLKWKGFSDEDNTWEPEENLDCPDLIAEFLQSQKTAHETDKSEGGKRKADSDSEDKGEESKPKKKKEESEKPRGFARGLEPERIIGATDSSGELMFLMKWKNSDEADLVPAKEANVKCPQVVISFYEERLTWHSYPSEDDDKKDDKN
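AlphaScreen: HP1-beta (50 nM) preformed 30 min with biotin-H3(1-18)K9me3 peptide (50 nM) in PBS pH 7.4, 0.01% Tween-20. Compound added for 30 min at RT, then streptavidin donor/nickel chelate acceptor beads (10 ug/mL) for 30 min.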
Pin1 inh – blocks the human prolyl isomerase Pin1; Q13526; Pin1 FP peptide displacement, HiFluor488, 10 min; Potency, µM (titrated, usually from 115 µM), without a hit: at the top dose activity, negative = inhibition, usual class: inhibitors; 0.009% of 390,000 active; AID 504891; active = well fitted inhibition curve with a large enough effect in the polarisation, with a control signal flat, not every such curve was filed as active; inconclusive = small, poorly fitted or top-dose-only effect, or effect the other way, or a change in a side signal; inactive = no such curve, though single readings can be large or run the other way; the % refers to the polarisation; also: % is scaled to controls: 0 for no effect and ±100 for the full control effect
Target sequence (Q13526 whole entry, looked up): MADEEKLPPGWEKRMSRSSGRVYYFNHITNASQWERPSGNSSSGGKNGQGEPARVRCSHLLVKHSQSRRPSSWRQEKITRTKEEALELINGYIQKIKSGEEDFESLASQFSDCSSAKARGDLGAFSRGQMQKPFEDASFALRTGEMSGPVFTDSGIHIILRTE
Tb PGK inh – blocks T. brucei phosphoglycerate kinase; 0.043% of 380,000 active; Potency, µM (series often up to 57.5 µM), for inactives: at the top dose activity change, negative = inhibition, most hits filed as inhibitors; PGK/GAPDH coupled, Kinase-Glo luminescence, 60 min; AID 602233; also: % is scaled to controls: 0 for no effect and ±100 for the full control effect; nearly all actives have a fitted effect of over 60% in size
Target sequence (P07378 whole entry, looked up): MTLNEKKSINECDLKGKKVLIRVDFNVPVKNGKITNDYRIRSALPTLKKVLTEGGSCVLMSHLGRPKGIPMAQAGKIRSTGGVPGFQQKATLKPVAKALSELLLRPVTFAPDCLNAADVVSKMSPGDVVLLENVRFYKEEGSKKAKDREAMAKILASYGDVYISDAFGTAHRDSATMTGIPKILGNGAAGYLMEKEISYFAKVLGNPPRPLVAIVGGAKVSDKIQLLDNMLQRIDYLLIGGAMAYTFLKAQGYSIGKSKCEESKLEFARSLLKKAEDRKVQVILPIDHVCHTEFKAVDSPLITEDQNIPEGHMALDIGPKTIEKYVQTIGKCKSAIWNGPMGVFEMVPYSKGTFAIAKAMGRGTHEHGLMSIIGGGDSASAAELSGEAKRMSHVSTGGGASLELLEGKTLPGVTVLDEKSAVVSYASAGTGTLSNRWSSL
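Recombinant glycosomal PGK reaction used 1,3-bisphosphoglycerate generated in-well by GAPDH (100nM final) in 100mM TEA pH 7.6, 5mM MgCl2, 0.01% Tween-20. After 60 minutes at room temperature, ATP was read by Kinase-Glo Plus luminescence end-point.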
G9a block – blocks human histone lysine methyltransferase G9a; Potency, µM (top dose mostly 102 µM), without a hit: at the top dose activity, negative = inhibition, hits mostly inhibitors; G9a H3K9 monomethylation, AlphaScreen, 2 h; AID 504332; Q96KQ7; 8.8% of 350,000 active; also: % is scaled to controls: 0 for no effect and ±100 for the full control effect; nearly all actives have a fitted effect of over 75% in size
Target sequence (Q96KQ7 913-1193 limits assumed): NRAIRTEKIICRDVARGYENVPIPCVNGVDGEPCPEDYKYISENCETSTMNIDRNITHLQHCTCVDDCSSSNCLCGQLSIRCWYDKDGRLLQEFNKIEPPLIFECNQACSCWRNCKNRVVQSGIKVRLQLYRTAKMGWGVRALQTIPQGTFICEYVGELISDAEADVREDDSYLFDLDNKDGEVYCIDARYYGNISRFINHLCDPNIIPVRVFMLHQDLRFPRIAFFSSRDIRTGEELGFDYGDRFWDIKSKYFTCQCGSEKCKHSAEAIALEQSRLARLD
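Step 1: enzyme (final 20 nM) with compound, 15 min RT. Step 2: substrate peptide 500 nM and SAM 20 uM, 2 h RT. Step 3: anti-H3K9me1 antibody and AlphaScreen beads, 10 min, then plate read.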
GLS inhibitor – blocks human kidney-isoform glutaminase activity; 0.21% of 410,000 active; O94925; Potency, µM (top dose mostly 45.5 µM), inactives show top-dose activity change, negative = inhibition, most hits filed as inhibitors; AID 624170; GLS enzymatic activity, qHTS titration; also: % is scaled to controls: 0 for no effect and ±100 for the full control effect
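Two-point fluorescence kinetic (t0, 30 min RT) for hKGA; glutamate detected via glutamate oxidase–HRP–Amplex Red. Substrate: 1 mM L-glutamine solution; buffer 45 mM KH2PO4, pH 8.2.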
BAZ2B block – inhibitors of human BAZ2B bromodomain; AlphaScreen BAZ2B-H3K14Ac peptide displacement; 4.4% of 360,000 active; Potency, µM (titrated, usually from 114 µM), for the others: top-dose activity change, negative = inhibition, most hits filed as inhibitors; also: % is scaled to controls: 0 for no effect and ±100 for the full control effect; nearly all actives have a fitted effect of over 60% in size
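Protein-peptide AlphaScreen: BAZ2B 50 nM, b-H3K14Ac 50 nM, 1x PBS pH 7.4 + 0.01% Tween-20. Preincubation 30 min RT; cpd 30 min RT (top 110 uM); beads 20 min RT, light-protected.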
JMJD2A Tudor inh – inhibitors of human JMJD2A Tudor domain. AlphaScreen JMJD2A-Tudor / H3K4me3 peptide binding. Potency, µM (top dose mostly 114 µM), for the others: at the top dose activity change, negative = inhibition, hits mostly inhibitors. 4.4% of 390,000 active; also: % is scaled to controls: 0 for no effect and ±100 for the full control effect; nearly all actives have a fitted effect of over 50% in size
* hit, by the source's call; i = inactive; ? = inconclusive; / = no result given; & = joins results of further samples; [ ] = another dose, or the depositor's remark. Unless noted, calls follow the shape of the dose curve; as a rule, active = well fitted curve in the direction sought with a large enough effect; inconclusive = small, poorly fitted or top-dose-only effect, or another doubt; inactive = no such curve, though single readings can be large; an effect the other way counts as inactive or inconclusive. Potency is read from the fitted curve at half-maximal effect. This is a subset (hit frequency here may not be typical).

The opening five records (preview)
POLI inh | BLM helicase inh | HP1b binding inh | Pin1 inh | Tb PGK inh | G9a block | GLS inhibitor | BAZ2B block | JMJD2A Tudor inh | molecule
32%[activator] | 4% | 17% | -15% | -9% | 28µM* | 0% | ? | ? | O=C(Nc1ccc(NC(=O)C2CCCCC2)nc1)c1ccccn1
-15% | -9% | 44%[activator] | 6% | -6% | -17%[59 µM] | -11% | -15% | 2% | Cn1c(SC(C(=O)Nc2ccc(F)cc2)c2ccccc2)nc2ccccc21 (centres undefined)
? | ? | ? | / | -24% | 35µM* | 141%[activator] | 56µM* | 79µM* | O=C(N/N=C/C=C\c1ccco1)c1ccccn1
1% | -5% | 32% | 0% | 5% | 10%[59 µM] | 0% | 0% | -5% | Cc1ccc(NC(=O)Nc2ccc3snnc3c2)cc1C
-16% | -3% | 21% | 1% | 3% | 6% | -7% | -21% | -13% | C/C(=N\NC(=O)CO/N=C(\C)c1cccs1)c1ccc(N)cc1

Main list, repeating the preview:
POLI inh | BLM helicase inh | HP1b binding inh | Pin1 inh | Tb PGK inh | G9a block | GLS inhibitor | BAZ2B block | JMJD2A Tudor inh | molecule
32%[activator] | 4% | 17% | -15% | -9% | 28µM* | 0% | ? | ? | O=C(Nc1ccc(NC(=O)C2CCCCC2)nc1)c1ccccn1
-15% | -9% | 44%[activator] | 6% | -6% | -17%[59 µM] | -11% | -15% | 2% | Cn1c(SC(C(=O)Nc2ccc(F)cc2)c2ccccc2)nc2ccccc21 (centres undefined)
? | ? | ? | / | -24% | 35µM* | 141%[activator] | 56µM* | 79µM* | O=C(N/N=C/C=C\c1ccco1)c1ccccn1
1% | -5% | 32% | 0% | 5% | 10%[59 µM] | 0% | 0% | -5% | Cc1ccc(NC(=O)Nc2ccc3snnc3c2)cc1C
-16% | -3% | 21% | 1% | 3% | 6% | -7% | -21% | -13% | C/C(=N\NC(=O)CO/N=C(\C)c1cccs1)c1ccc(N)cc1
1% | -7% | 2% | -4% | i | -34%[59 µM] | -12% | ? | ? | Cc1ccc(Nc2ccc(N3CCN(C(=O)c4ccc([N+](=O)[O-])cc4Cl)CC3)nn2)cc1
0% | / | 26% | 4% | i | -5%[2.33 µM] | -8% | -2% | -2% | Cc1ccc(C(=O)OCC(=O)N(C)C2CCS(=O)(=O)C2)cc1S(=O)(=O)N1CCCCC1 (centres undefined)
? | -4% | 19% | -4% | -9% | 17%[12.7 µM] | 35%[activator] | 6% | ? | Cc1cc(N2C(=O)C(O)=C(C(=O)c3ccco3)C2c2ccc(O)cc2)no1 (centres undefined)
32%[activator] | / | 13% | -1% | -4% | 8%[0.501 µM] | -1% | 12% | ? | Cc1ccc(NC(=O)c2nc[nH]c2C(=O)N[C@H](C)c2ccccc2)cc1
36%[activator] | / | 20%[57 µM] | -4% | 2% | / | -5% | / | -3% | O=C(CNC(=O)C1CC1)Nc1ccc(F)c(F)c1F
13% | -3% | 21% | 5% | / | ? | 2% | -1% | -8% | CCOc1ccc(/C=C(\C#N)c2nc(-c3cc4ccccc4oc3=O)cs2)c(OCC)c1
21% | -12% | -15% | 14% | -2% | 40µM* | 5% | ? | ? | COC(=O)C1=C(C)NC(=O)/C1=C\c1cc(C)n(-c2ccccc2)c1C
-7% | -5% | 31% | -2% | -2% | -1% | -15% | 2% | -4% | CCn1cc(C(=O)NCC(=O)NCCCN2CCOCC2)c(=O)c2cc3c(cc21)OCO3
16% | -6% | 26% | 0% | 4% | 12% | 12% | -4% | -5% | COc1cccc(CN2C(=O)CCC2(C)C(=O)NC2CCCC2)c1 (centres undefined)
46%[activator] | -1% | 72%[activator] | ? | 2% | -7%[2.33 µM] | 1% | 4% | 0%[57.1 µM] | O=C(O)CCCC(=O)Nc1cccc2cccnc12
20% | -1% | -4% | 19% | -2% | 14µM* | -14% | ? | -26% | O=C(CC1N=C2c3ccccc3N=C(SCC(=O)Nc3ccccc3F)N2C1=O)NCc1cccs1 (centres undefined)
-11% | -7% | 16% | -2% | 5% | -5% | 22% | ? | -30% | Cc1ccc(C)c(N2CCN(C3CCCCC3NS(=O)(=O)c3ccccc3)CC2)c1 (centres undefined)
10% | -1% | 16% | -2% | -21% | 6%[59 µM] | 8% | -23% | -19% | COc1ccc2nc(SCC(=O)NC3CCCc4ccccc43)[nH]c2c1 (centres undefined)
39%[activator] | -3% | 40%[activator] | -2% | 3% | 20%[59 µM] | -3% | -4% | 5% | COc1ccccc1CNS(=O)(=O)c1ccc2c(c1)NC(=O)CS2
4% | -2% | 49%[activator] | -3% | 3% | -6% | -1% | 1% | -9% | CC1CCCCN1CC(=O)Nc1ccc(Oc2ccccc2)cc1 (centres undefined)
6% | -2% | 20% | -8% | 6% | 26%[59 µM] | 8% | ? | -18% | CCOC(=O)c1c(NC(=O)COC(=O)CNC(=O)c2ccco2)sc(C(C)=O)c1C
? | -12% | 13% | -3% | -6% | ? | 0% | 9% | -14% | O=C(NCC1COc2ccccc2O1)c1c[nH]c2ccc(S(=O)(=O)N3CCOCC3)cc2c1=O (centres undefined)
25% | 45%[activator] | 39%[activator] | 18% | 1% | ? | -2% | -18% | -4% | COc1ccc(CCn2c(=N)c(C(=O)NCCN3CCOCC3)cc3c(=O)n4ccccc4nc32)cc1OC
6% | / | -3% | -12% | -3% | -23%[12.7 µM] | -3% | 9% | -24% | CN(C)S(=O)(=O)c1cccc(C(=O)OCC(=O)Nc2ccc3c(c2)OCCO3)c1
9% | 9% | 45%[activator] | -11% | -6% | -4%[2.33 µM] | -10% | -34% | -5% | CCn1c2ccccc2c2cc(/C=N/NC(=O)c3cccc(C)c3)ccc21
67%[activator] | -3% | 8% | -4% | i | -16% | 16% | -11% | -14% | O=C(Cn1nnc2ccccc2c1=O)NC1CCCCC1
? | -6% | 34% | 0% | 0% | 15% | 11% | ? | -19% | COc1ccc(/C(O)=C/C(=O)C(=O)NNC(=O)c2ccccc2)cc1
11% | -5% | 60%[activator] | ? | 5% | 23% | 0% | 25% | 15% | N#C/C(=C/c1ccc(-c2ccccc2)o1)c1nc(-c2cccs2)cs1
88%[activator] | -2% | 22% | -2% | -4% | 14%[59 µM] | -6% | -20% | -2% | COc1ccc(CNC(=O)COc2cc(=O)n(C)c3ccccc23)cc1
-1% | -1% | 16% | 1% | 2% | -4% | 5% | -2% | -18% | O=C(NCc1ccccc1F)C1CCN(C(=O)c2sccc2-n2cccc2)CC1

Continued.
POLI inh | BLM helicase inh | HP1b binding inh | Pin1 inh | Tb PGK inh | G9a block | GLS inhibitor | BAZ2B block | JMJD2A Tudor inh | molecule
68%[activator] | -3% | 22% | -2% | i | -39% | 6% | 8% | -21% | Cc1cccc(C)c1-n1nnnc1SCSc1nnnn1-c1c(C)cccc1C
142%[activator] | -4% | 71%[activator] | -2% | -4% | 21% | 1% | 9% | 26% | Cc1ccc(-c2nc3ccccc3nc2Cl)cc1
? | -4% | 118%[activator] | 4% | 10% | 155%[activator][59 µM] | 4% | 22% | 21% | Cc1cc(N2CCOCC2)nc(SCc2ccc(Cl)cc2Cl)n1
39%[activator] | 0% | 57%[activator] | 29% | 1% | 24% | -4% | -17% | -7% | COc1ccccc1CCNC(=O)C(C)n1nc(C)c2c(C)n(-c3ccccc3)nc2c1=O (centres undefined)
41%[activator] | -5% | 22% | -1% | i | 11µM* | -4% | -33% | -6% | CC(C)CC(=O)NC(=S)Nc1ccc(N2CCOCC2)c(Cl)c1
19% | 2% | 36% | 1% | -2% | 4%[2.33 µM] | 1% | 6% | -11% | COc1cccc(NC(=O)N2CCCC2C(=O)NC2CC2)c1 (centres undefined)
16% | -1% | 22% | 1% | -6% | 7%[59 µM] | 3% | / | -12% | Nc1nc2c(s1)C(=O)CCC2
12% | / | 26% | -2% | -9% | ? | 11% | -1% | -7% | O=C(COC(=O)c1cccc(F)c1)NC(=O)NC1CCCC1
6% | 0% | 29% | -2% | -2% | -7%[59 µM] | -1% | 11% | 4% | CC1CC(C)CN(S(=O)(=O)c2cc(C(=O)O)c(Cl)s2)C1 (centres undefined)
11% | 187%[activator] | -10% | 1% | -11% | ? | 9% | -33% | ? | CN(C)CCN(Cc1ccco1)C(=O)c1cc2c(Cl)nc3ccccc3c2s1
-8% | / | 19% | 8% | i | -24% | 0% | 8% | -1% | O=C(CN1C(=O)NC2(CCc3ccccc32)C1=O)c1ccc(F)cc1 (centres undefined)
9% | 3% | 20% | -2% | -1% | 2%[59 µM] | 1% | -8% | -19% | COc1ccc(CNc2cc(-c3ccc(OC)cc3)nc3nncn23)cc1
17% | 5% | 11% | ? | -3% | 6%[59 µM] | 5% | -1% | -10% | Cc1cc(C)n2nc(SCC(=O)N/N=C/c3ccc(F)cc3)nc2n1
-3% | -11% | 82%[activator] | 1% | 0% | 20%[12.7 µM] | 0% | 54%[activator] | 38%[activator] | O=C1C(Cl)=C(NCC2CCCO2)C(=O)N1CCc1ccccc1 (centres undefined)
14% | -4% | 1% | -1% | -7% | 10µM* | 2% | 8% | ? | CCCCCOC(=O)Cn1c(=O)c2c(nc(N3CCOCC3)n2C)n(C)c1=O
-9% | -7% | 33% | 25% | i | 0% | 0% | 1% | 14% | CCOC(=O)C1=C(CC)Nc2ccccc2N=C1NC(=O)Nc1ccc(Cl)c(Cl)c1
-6% | -3% | -17% | 7% | -3% | -6%[59 µM] | 41%[activator] | -8% | 2%[57.1 µM] | COc1cc2nc(CN(C)CC(=O)Nc3ccc(N4CCOCC4)cc3)[nH]c(=O)c2cc1OC
133%[activator] | -1% | 20% | 1% | 2% | / | 0% | 7% | -5% | CC(=O)Nc1ccc(S(=O)(=O)NC(C)c2ccccc2)cc1 (centres undefined)
76%[activator] | -1% | -9% | 23% | i | 28µM* | 0% | -11% | -31% | Cc1csc(NC(=O)CSc2nc3ccccc3c3c2CCCC3)n1
-29%&3% | 0% | 25%&8% | 4%&-3% | -8%&-1% | ? | 16%&6% | 3% | -33%&-17% | OCCN1CCN(CC(O)COc2ccc3ccccc3c2)CC1 (centres undefined)
4% | 0% | 3% | -2% | 8% | -8%[59 µM] | -7% | -12% | -25% | CCC(C(=O)Nc1cccc(C#N)c1)n1c(=O)c(-c2ccccc2NC(C)=O)nc2ccccc21 (centres undefined)
-1% | -6% | 26% | -4% | -3% | 5%[59 µM] | 0% | -4% | -8% | NC(=O)c1cccnc1Nc1ccccc1F
